GIRK2 activator: activators of NPY4-receptor-primed GIRK2 channels, summary, cell-based, HEK293, thallium flux; HEK293 GIRK2/NPY4 cells, thallium flux fluorescence; G protein-activated inward rectifier potassium channel 2 (Homo sapiens), P48051; activation (% efficacy), % for hits at 37.5 µM; 34,000 tested, under 10 active;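 active = primary screen hit, no activity in plain HEK293 cells, and in GIRK2-only cells above 5% efficacy rising with concentration; inactive = the rest, including fluorescent compounds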;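 also: efficacy is normalized control-subtracted fluorescence 15 s after thallium addition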
Target sequence (P48051 whole entry, looked up): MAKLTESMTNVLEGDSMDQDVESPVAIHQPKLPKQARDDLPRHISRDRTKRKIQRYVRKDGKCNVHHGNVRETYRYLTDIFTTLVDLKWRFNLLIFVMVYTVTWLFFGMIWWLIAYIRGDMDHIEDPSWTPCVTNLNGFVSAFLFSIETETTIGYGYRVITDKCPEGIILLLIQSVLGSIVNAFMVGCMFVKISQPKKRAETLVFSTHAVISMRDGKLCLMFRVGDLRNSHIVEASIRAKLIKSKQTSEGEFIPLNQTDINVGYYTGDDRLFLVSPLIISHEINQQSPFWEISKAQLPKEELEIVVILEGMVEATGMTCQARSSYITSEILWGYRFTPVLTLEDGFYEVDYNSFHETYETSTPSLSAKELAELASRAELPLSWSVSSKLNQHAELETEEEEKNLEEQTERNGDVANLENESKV
Calls only; i = inactive. Not all compounds are listed (hit frequency here may not be typical).

structure | GIRK2 activator
O=C(Cc1ccc(NS(=O)(=O)c2cc(F)ccc2F)cc1)NCc1cccs1 | i
O=S(=O)(c1ccccc1)c1nc(-c2ccccc2Cl)oc1N1CCCC1 | i
Cc1nc2ccccn2c1C(=O)NCC1CCN(C(=O)COc2ccccc2)CC1 | i
O=C(c1ccc(Cl)s1)N(CCN1CCOCC1)c1nc2c(F)cccc2s1 | i
Cc1c(Cl)ccc2sc(N(CCCn3ccnc3)C(=O)c3ccco3)nc12 | i
CCOc1ccccc1NC(=O)C1(C#N)CC1 | i
COc1ccc(C)cc1S(=O)(=O)NCCNc1ccc(Nc2cccc(C)n2)nn1 | i
COCCn1cc(NC(=O)NCCC2=CCCCC2)c2ccccc21 | i
O=C(NCC(O)C1CCCCC1)C(=O)Nc1ccc(C(F)(F)F)cc1 (configuration not stated) | i
Cc1nnc(CNC(=O)CCn2nnc3ccccc3c2=O)o1 | i
COc1ccc(OC)c(NC(=O)CSc2c(C)cnc3c2c(=O)n(C)c(=O)n3C)c1 | i
CCN(CC)S(=O)(=O)c1ccc(C(=O)Nc2nnc(-c3ccnn3C(C)C)o2)cc1 | i
CC(C)N1C(=O)SC(Nc2ccc(C(=O)O)cc2)C1=O (configuration not stated) | i
COc1ccc(NC(=O)N2CCN(c3cc(OC(C)C)nc(C)n3)CC2)cc1 | i
O=C(Cn1nc(-c2ccco2)c2sc(N3CCCCC3)nc2c1=O)NCc1ccc2c(c1)OCO2 | i
CCc1cccc2sc(NC(=O)C3CCCCN3S(C)(=O)=O)nc12 (configuration not stated) | i
COCCN1CCc2nc(SCc3cccc(C(F)(F)F)c3)[nH]c(=O)c2C1 | i
O=C(CCS(=O)(=O)c1ccccc1)NCC(O)(c1cccs1)C1CC1 (configuration not stated) | i
O=C(c1ccc(Cl)c(N2C(=O)CCS2(=O)=O)c1)N1CCN(c2ccccc2)CC1 | i
Cc1ccc(-c2ccc(=O)n(CCCNS(=O)(=O)c3ccc(F)cc3F)n2)cc1 | i
Cn1c(=O)c2c(SCC(=O)Nc3nc4ccccc4s3)ccnc2n(C)c1=O | i
CCOc1ccc(C(=O)NCC(O)Cc2ccccc2)cc1 (configuration not stated) | i
C#CC1(OCC(O)CN2CCc3cc(OC)c(OC)cc3C2)CCCCC1 (configuration not stated) | i
COc1ccc2nc(-c3cccc(NS(=O)(=O)c4ccc(OC)c(F)c4)c3)cn2n1 | i
O=C(Cn1c(=O)[nH]c2ccccc2c1=O)NCCn1ncccc1=O | i
Cc1cccc(C(C)C)c1NC(=O)/C=C/c1cccc([N+](=O)[O-])c1 | i
CN(C)S(=O)(=O)c1ccc(C(=O)NC(C)(C)CO)o1 | i
CC(=O)Nc1cccc(NC(=O)CCc2sc(C)nc2-c2cccs2)c1 | i
COc1ccc(NC(=O)Cn2cc(-c3ccc(Cl)cc3)c(N(C)C)n2)cc1OC | i
CSc1ccccc1NC(=O)CCc1csc(NC(=O)c2cccs2)n1 | i
CSCCC(C)(O)CNC(=O)c1cnc2ccccc2n1 (configuration not stated) | i
COc1ccc(CNC(=O)CSc2n[nH]c(=O)c3cc(-c4ccc(F)cc4)nn23)cc1 | i
COc1cc(N2CCN(S(=O)(=O)c3cccs3)CC2)nc(OC)n1 | i
CC(C)N1CCc2nc(NC(=O)COc3ccc(Cl)cc3)sc2C1 | i
CCOC(=O)N1CCN(C(c2ccccc2F)c2sc3nc(CC)nn3c2O)CC1 (configuration not stated) | i
NC(=O)CSc1nc(=O)n(CC2CCCO2)c2c1CCC2 (configuration not stated) | i
O=C(COc1cccc(C(F)(F)F)c1)NCCn1nc(-c2cccnc2)ccc1=O | i
COC(=O)c1ccc(NC(=O)C(=O)NCC(c2cccn2C)N2CCOCC2)cc1 (configuration not stated) | i
COc1ccc(NC(=O)C(=O)NCC(c2cccn2C)N2CCOCC2)c(OC)c1 (configuration not stated) | i
COc1ccccc1CCNC(=O)C(=O)Nc1c2c(nn1C(C)(C)C)CS(=O)(=O)C2 | i
Cn1nc(-c2cccc(NS(=O)(=O)c3ccccc3Cl)c2)ccc1=O | i
COc1ccc(CCS(=O)(=O)NCC2(O)CCCC2)cc1 | i
COc1ccc2nc(-c3ccc(C)c(NC(=O)COc4ccccc4)c3)cn2n1 | i
COc1ccc(S(=O)(=O)NCC2CCN(Cc3ccccc3)CC2)c(C)c1 | i
CC(C)(C)C(=O)Nc1ccc(C(=O)NCCNC(=O)NCc2cccc3ccccc23)cc1 | i
NCCC12CC3CC(CC(C3)C1)C2 | i
COc1ccc(NC(C)=O)cc1NC(=O)c1ccc(=O)n(Cc2ccccc2Cl)c1 | i
CC(=O)Nc1ccc(S(=O)(=O)Nc2ccc3c(c2)N(C(=O)C2CC2)CC3)cc1 | i
COc1ccc(S(=O)(=O)CC(=O)Nc2nc(-c3cccc([N+](=O)[O-])c3)cs2)cc1 | i
COC(=O)c1ccc(NC(=O)Cn2cc(-c3nnc(-c4ccco4)o3)c3ccccc32)cc1 | i
CS(=O)(=O)c1ccccc1C(=O)N1c2ccccc2CC1C(N)=O (configuration not stated) | i
Cc1cc(=O)[nH]c(-n2nc(C)c(CCC(=O)N3CCCCC3C)c2C)n1 (configuration not stated) | i
CC(=O)Cn1c(-c2ccccc2)cn2c3c(=O)n(C)c(=O)n(C)c3nc12 | i
CCOc1ccccc1NC(=O)Cn1cc(OC)c(=O)cc1CSc1ncccn1 | i
Cc1cc(C(=O)Nc2nc3c(F)cc(F)cc3s2)on1 | i
CS(=O)(=O)N1CCC(C(=O)Nc2ccccc2Oc2ccccc2)CC1 | i
CCOc1ccc(-c2ccc(OCCNS(=O)(=O)c3ccc(OC)c(F)c3)nn2)cc1 | i
Cc1cnc2c(c1SCc1ccc([N+](=O)[O-])cc1)c(=O)n(C)c(=O)n2C | i
Cc1ccc(C)c(N2CCN(C(=O)CCCCn3c(=O)[nH]c4ccccc4c3=O)CC2)c1 | i
Cc1cc(C)c2sc(N3CCN(C(=O)CCCS(=O)(=O)c4ccccc4)CC3)nc2c1 | i

Part of the list above, with each value named.
COc1cc(N2CCN(S(=O)(=O)c3cccs3)CC2)nc(OC)n1
  GIRK2 activator: i
CC(C)N1CCc2nc(NC(=O)COc3ccc(Cl)cc3)sc2C1
  GIRK2 activator: i
CCOC(=O)N1CCN(C(c2ccccc2F)c2sc3nc(CC)nn3c2O)CC1 (configuration not stated)
  GIRK2 activator: i
NC(=O)CSc1nc(=O)n(CC2CCCO2)c2c1CCC2 (configuration not stated)
  GIRK2 activator: i

The listing picks up, repeating the four entries before the break.
canonical_smiles | GIRK2 activator
CCOc1ccc(-c2ccc(OCCNS(=O)(=O)c3ccc(OC)c(F)c3)nn2)cc1 | i
Cc1cnc2c(c1SCc1ccc([N+](=O)[O-])cc1)c(=O)n(C)c(=O)n2C | i
Cc1ccc(C)c(N2CCN(C(=O)CCCCn3c(=O)[nH]c4ccccc4c3=O)CC2)c1 | i
Cc1cc(C)c2sc(N3CCN(C(=O)CCCS(=O)(=O)c4ccccc4)CC3)nc2c1 | i
COc1nn(C)cc1C(=O)NCC1CCN(Cc2ccco2)CC1 | i
O=C(N1CCN(Cc2ccc3c(c2)OCO3)CC1)C12CC3CC(CC(C3)C1)C2 | i
CS(=O)(=O)N1CCC(C(=O)N2CCN(c3ccc(-c4ccco4)nn3)CC2)CC1 | i
Cc1noc(C)c1S(=O)(=O)N1CCC(Cn2c(COc3ccccc3)nc3ccccc32)CC1 | i
COc1ccc(C)cc1S(=O)(=O)N1CCN(c2ccc(Nc3cccnc3)nn2)CC1 | i
O=C(/C=C/c1ccccc1)N1CCN(c2ccc(N3CCN(CCO)CC3)nn2)CC1 | i
CC(=O)N1CCN(C(=O)Cc2csc(Nc3cccc(Cl)c3)n2)CC1 | i
COc1ccc(OC)c(S(=O)(=O)NCCCn2nc(-c3cccs3)ccc2=O)c1 | i
C#CCn1c(=NC(=O)c2cc(C)no2)sc2cc(F)ccc21 | i
CCS(=O)(=O)N1CC(c2nc(-c3ccsc3)no2)C1 | i
CC(C)(C)n1nc2c(c1NC(=O)C(=O)NCc1ccccc1Cl)CS(=O)(=O)C2 | i
COCCCn1c(C(=O)NC2CCCCC2C)cc2c(=O)n3cccc(C)c3nc21 (configuration not stated) | i
COc1cccc(NC(=O)Cn2cccc(-c3nc(-c4ccc(Br)cc4)no3)c2=O)c1 | i
O=C(CCc1csc(NC(=O)c2ccc(Cl)cc2)n1)NCCc1ccccc1 | i
O=C(Cn1c(Cc2ccccc2)nc2ccccc21)N1CCOCC1 | i
CNC(=O)c1cccc(-c2noc(C3CN(CC(=O)Nc4ccc(F)cc4F)C3)n2)c1 | i
CCc1ccc(Oc2cc(N3CCC(C(=O)NCc4ccc(Cl)cc4)CC3)ncn2)cc1 | i
COc1ccc(CC(=O)NCCN2CCOC(c3ccccc3)C2)cc1 (configuration not stated) | i
CS(=O)(=O)N1CCC(CNC(=O)CCSc2ccccc2)CC1 | i
COc1ccc(N2C(=O)CN(CCCc3ccccc3)C3CS(=O)(=O)CC32)cc1 (configuration not stated) | i
O=C(NCC1CCN(C(=O)/C=C/c2ccco2)CC1)c1cccc(Cl)c1 | i
CS(=O)(=O)N1N=C(c2ccc3c(c2)OCO3)CC1c1cccs1 (configuration not stated) | i
CCOc1ccc(S(=O)(=O)c2cc3cccc(OCC)c3oc2=O)cc1 | i
CCn1c(=NC(=O)c2ccnn2C)sc2cc(C)ccc21 | i
Cc1cc(S(=O)(=O)N2CC3CC2C(=O)O3)c(Cl)cc1Cl (configuration not stated) | i
COc1ccc(NC(=O)c2ccc(=O)n(CC(=O)Nc3cccc(C(C)=O)c3)n2)cc1 | i
O=C(Cn1cc(-c2nc(-c3ccc(Cl)cc3)no2)ccc1=O)NCc1ccco1 | i
CC(=O)c1ccc(N2CCN(C(=O)c3snc(C(=O)NC(C)C)c3N)CC2)cc1 | i
Cc1noc(C)c1S(=O)(=O)NCC1CCN(C(=O)Nc2ccc(F)cc2)CC1 | i
c1ccc(COc2ccc(CN3CC(c4nc(-c5ccsc5)no4)C3)cc2)cc1 | i
O=S(=O)(c1ccc(F)c(Cl)c1)N(Cc1ccsc1)C1CC1 | i
COc1ccc(N2C(=O)CN(CCc3cccc(OC)c3)C3CS(=O)(=O)CC32)cc1 (configuration not stated) | i
CCCCc1cnc2c(c1SCC(=O)Nc1cccc([N+](=O)[O-])c1)c(=O)n(C)c(=O)n2C | i
NCCS(=O)(=O)N1CCN(c2ncccn2)CC1 | i
CN(C)C(=O)CSc1nnc2c(=O)n(-c3ccc(F)cc3)ccn12 | i
O=C(NCC1CCCO1)C1CC(=O)N(C2CCCCC2)C1 (configuration not stated) | i
COc1ccc(OCC(=O)N2CCOC(c3ccccc3)C2)cc1 (configuration not stated) | i
COC(=O)c1ccc(C(=O)N(CCc2ccccc2)Cc2ccccn2)cc1 | i
Cn1c(C(F)(F)F)nn(CCNC(=O)C(c2ccccc2)c2ccccc2)c1=O | i
COc1ccc(-c2cc(=O)n(CC(=O)Nc3nc4ccc(C)cc4s3)cn2)cc1 | i

Quoted at random: 2 records from the list, in no set order.
canonical_smiles | GIRK2 activator
COc1ccc(NC(=O)c2ccc(=O)n(CC(=O)Nc3cccc(C(C)=O)c3)n2)cc1 | i
O=C(Cn1cc(-c2nc(-c3ccc(Cl)cc3)no2)ccc1=O)NCc1ccco1 | i

The list goes on:
canonical_smiles | GIRK2 activator
Cc1oc(-c2cccc([N+](=O)[O-])c2)cc1C(=O)N1CCOCC1 | i
COc1ccc(Cl)cc1C(=O)Nc1ccc(CC(=O)NCc2cccs2)cc1 | i
Cc1ccc2c(CC(=O)NCc3cccs3)cc(=O)oc2c1 | i
Cc1nn2c(nc1=O)NNC2(C)C(C)(C)C (configuration not stated) | i
COC(=O)c1ccc2c(=O)n(CC(C)C)c(=S)[nH]c2c1 | i
CCN1C(=O)Cc2cc(NC(=O)Nc3cccc(OC)c3OC)ccc21 | i
O=C(Cc1ccc(F)cc1)NCC1CCN(C2CCCC2)CC1 | i
Cc1ccc(-c2noc(-c3cn(CC(=O)NCc4ccccc4Cl)c4nc(C)ccc4c3=O)n2)cc1 | i
Cc1cc(C(=O)Nc2ccc(CC(=O)NCC(F)(F)F)cc2)c(C)o1 | i
NNC(=O)c1ccc(OCC(O)CN2CCN(c3ccc(F)cc3)CC2)cc1 (configuration not stated) | i
CCCCC(=O)Nc1cc([N+](=O)[O-])ccc1OC | i
CCSc1ccccc1NC(=O)c1nnn(-c2ccccc2)c1C | i
COc1ccc(NC(=O)c2ccc(=O)n(CC(=O)Nc3ccccc3OC)n2)cc1 | i
CCC1CCC(C(=O)NC(C(=O)NCc2ccco2)C(C)C)CC1 (configuration not stated) | i
COc1cn(-c2ccc(F)cc2)nc1C(=O)N1CCN(C(=O)c2ccco2)CC1 | i
CC(C)(C)C(=O)NCC#CCN1CCc2ccccc2C1 | i
O=C(c1csc(Nc2ccccc2)n1)N1CCN(c2cccc(Cl)c2)CC1 | i
CC(C)N1CCC(CNC(=O)c2c(F)cccc2Cl)CC1 | i
O=C(NCCCc1ccccc1)C(=O)Nc1ccc2c(c1)OCO2 | i
CCc1cccc(NC(=O)c2c(O)c3ccccc3n(CC)c2=O)c1 | i
COc1ccc(-c2csc(CN3CCN(C(=O)Cn4ccc5ccccc54)CC3)n2)cc1 | i
CCC(=O)Nc1sc(SCC(=O)NC2CC2)nc1-c1ccccc1 | i
COC(=O)c1ccc(C(=O)Nc2ccc(CC(=O)NCC(F)(F)F)cc2)cc1 | i
Cc1cc(C(=O)N2CC(C(=O)Nc3ccc(Br)cc3C)C2)no1 | i
COc1ccc(CCS(=O)(=O)Nc2ccc3c(c2)N(C(=O)C(C)(C)C)CC3)cc1 | i
CCOC(=O)CCC(=O)N1CCN(CCn2nc(C)cc2C)CC1 | i
CC(=O)Nc1ccc(OCC(O)CN(c2ccc(F)cc2)S(C)(=O)=O)cc1 (configuration not stated) | i
O=C(NCCn1nc(-c2ccc(Cl)cc2)ccc1=O)NCc1ccccc1 | i
